# TRHR enhancer – allosteric enhancers of human TRH receptor. P34981. TRHR cells, fluo-8 calcium fluorescence, EC20 TRH enhancement. enhancement, % at 2 µM. 360,000 compounds, 0.66% hits; in the data active = enhancement above about 30%; also: 0% is about no effect
#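 TRHR-expressing cells loaded with fluo-8 calcium dye were read kinetically (ex 480/em 530) during compound addition, then stimulated with an EC20 of TRH (10 nM final). Enhancement of the Gq-mediated intracellular calcium response was scored.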
# RXFP1 antagonist – antagonists of human relaxin receptor RXFP1 | HEK293-RXFP1, relaxin-stimulated cAMP HTRF, 30 min; hits give low values | activity change, negative = inhibition, % at 57.5 µM | 350,000 compounds, 0.59% hits;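 active = activity change of -60% or lower, but not beyond a set lower limit; inconclusive = change between -60% and -40%, or beyond the set limit; inactive = change above -40%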; also: % is scaled to controls: 0 for no effect and ±100 for the full control effect
# D2 antagonist – antagonists of human D2 dopamine receptor | P14416 | HEK293 TREx D2 cells, calcium flux, dopamine EC80 | inhibition, % at 10 µM | 340,000 compounds, 2% hits | AID 485344; in the data active = inhibition above about 30%; also: 0% is about no effect
# Target sequence (P14416 whole entry, looked up): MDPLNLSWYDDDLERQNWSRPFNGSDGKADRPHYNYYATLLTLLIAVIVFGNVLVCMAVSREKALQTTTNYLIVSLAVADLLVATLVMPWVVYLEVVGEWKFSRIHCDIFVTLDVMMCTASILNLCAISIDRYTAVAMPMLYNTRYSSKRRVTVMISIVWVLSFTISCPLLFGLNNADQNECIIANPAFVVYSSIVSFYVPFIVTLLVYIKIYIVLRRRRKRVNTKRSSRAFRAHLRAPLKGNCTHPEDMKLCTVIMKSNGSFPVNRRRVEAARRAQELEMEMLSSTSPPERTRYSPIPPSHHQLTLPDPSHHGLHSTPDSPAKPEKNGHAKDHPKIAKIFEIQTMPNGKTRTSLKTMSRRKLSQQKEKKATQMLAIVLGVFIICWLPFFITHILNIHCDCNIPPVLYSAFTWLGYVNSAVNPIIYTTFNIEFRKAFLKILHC
#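 Read-out: kinetic calcium fluorescence (1 cycle/s) in inducible HEK293 T-REx D2 cells after an EC80 dopamine addition that followed 180 s compound preincubation. Loss of the dopamine response indicates antagonism.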
# D1 antagonist – human D1 dopamine receptor antagonism. HEK293 TREx D1 cells, calcium flux, dopamine EC80; hits give low values. activity change, negative = inhibition, % at 10 µM. 360,000 compounds, 3.2% hits. AID 504652; in the data active = activity change below about -30%; also: % is scaled to controls: 0 for no effect and ±100 for the full control effect
# Target sequence (P21728 whole entry, looked up): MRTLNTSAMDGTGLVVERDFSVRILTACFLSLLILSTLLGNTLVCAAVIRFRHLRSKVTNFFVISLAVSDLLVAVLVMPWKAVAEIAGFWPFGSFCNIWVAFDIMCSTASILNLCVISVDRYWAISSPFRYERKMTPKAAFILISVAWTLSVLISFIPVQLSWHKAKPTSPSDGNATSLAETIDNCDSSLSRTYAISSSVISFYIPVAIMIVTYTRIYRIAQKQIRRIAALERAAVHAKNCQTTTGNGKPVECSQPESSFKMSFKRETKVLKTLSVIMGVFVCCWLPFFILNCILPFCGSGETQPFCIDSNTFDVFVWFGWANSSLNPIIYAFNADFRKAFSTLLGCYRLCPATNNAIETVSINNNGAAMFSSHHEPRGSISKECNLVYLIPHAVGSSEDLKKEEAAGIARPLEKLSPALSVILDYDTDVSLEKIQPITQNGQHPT
#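 Kinetic fluorescence of a calcium dye serves as the read-out. D1-expressing Hek293 Trex cells, induced overnight at 30 C, are exposed to compound for 180 s before an EC80 dopamine addition, then read 180 s further.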
# RXFP1 agonist – agonists of human relaxin receptor RXFP1. Q9HBX9. HEK293T-RXFP1 cAMP TR-FRET, 30 min; response scale: percent of porcine relaxin response, buffer zero. Potency, µM (titrated, usually from 57.5 µM), inactives show at the highest dose activation, hits mostly activators. 370,000 compounds, 0.3% hits. AID 2676; active = well fitted activation curve with a large enough effect; inconclusive = small, poorly fitted or top-dose-only effect; also: potency is read from the fitted curve at half-maximal effect; % is scaled to controls: 0 for no effect and ±100 for the full control effect; nearly all actives have a fitted effect of over 60% in size; many of its hits are not listed in these tables
#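 Agonist response is measured as cAMP accumulation in an RXFP1-transfected HEK293T line under PDE4 inhibition. Values are scaled between buffer-only and 29 nM porcine relaxin, and EC50s come from standard Hill equation fits.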
# D2 ag – agonists of human D2 dopamine receptor | P14416 | activation, % at 2 µM | HEK293 T-REx D2 cells, calcium flux agonist mode | 340,000 compounds, 0.53% hits;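 active = activation over 3 SD above normal in the single-dose calcium agonist read, cut at about 30% in these data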; also: 0% is about no effect
#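 In this primary screen, compounds producing a positive calcium signal within 180 s of addition to tetracycline-induced, force-coupled HEK293 Trex D2 cells are flagged; cells are dye-loaded with a no-wash calcium kit beforehand.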
# D1 agonist – activates the human D1 dopamine receptor | AID 504660 | P21728 | HEK293 T-REx D1 cells, calcium flux, agonist mode | activation, % at 2 µM | 360,000 compounds, 1% hits; in the data active = activation above about 30%; also: 0% is about no effect
#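 Inducible HEK293 T-REx D1 cells, force-coupled to calcium signalling, were plated at 4000 cells/well with tetracycline and held overnight at 30 C. After no-wash calcium dye loading, compound-evoked calcium rise over 180 s flagged agonists.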
# D2 potentiator – D2 dopamine receptor (human) potentiation | 340,000 compounds, 0.34% hits | potentiation, % at 10 µM | HEK293 T-REx D2, calcium flux, EC20 dopamine potentiation | P14416;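 active = potentiation over 3 SD above the plate norm, cut at about 30% in these data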; also: 0% is about no effect
#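 Potentiation of an EC20 dopamine calcium response is measured in a force-coupled, tetracycline-inducible Hek293 Trex D2 line. Compound-only kinetic reads over 180 s flag agonists before dopamine addition.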
# D1 PAM – potentiators of human D1 dopamine receptor. potentiation, % at 10 µM. P21728. HEK293 TREx D1 cells, calcium flux, dopamine EC20 potentiation. 360,000 compounds, 0.036% hits; in the data active = potentiation above about 30%; also: 0% is about no effect
# Starred values were filed as active, the others as inactive; ? = inconclusive; . = not tested or not shown.
1. Cc1ccc(C(c2nnnn2C2CCCCC2)N2CCN3CCCC3C2)cc1 (stereo not drawn)
2. COc1ccc(CC(=O)N2CCN(c3ccccc3OC)CC2)cc1
3. O=C(COC(=O)CNS(=O)(=O)/C=C/c1ccccc1)Nc1cccc2ccccc12
4. Cn1c2cc(B(O)O)sc2c2cnn(Cc3ccccc3F)c(=O)c21
5. O=C(Nc1nc(=O)n(C(=O)c2cccc(C(F)(F)F)c2)s1)c1ccccc1
6. C/C(=N\NC(=O)Cc1ccc(Cl)cc1)c1cccc(NC(=O)c2cccnc2)c1
7. O=C(O)c1cc2ccccc2c(N=Nc2cccnc2)c1O
8. Cc1ccccc1SCC(=O)NC1CCOC1=O (stereo not drawn)

compound no.	1	2	3	4	5	6	7	8
TRHR enhancer	-1	0	0	8	-3	-4	-2	1
RXFP1 antagonist	-13	-3	-20	.	0	-10	-4	-11
D2 antagonist	8	18	-8	.	2	-14	2	9
D1 antagonist	4	-3	-21	22	-4	-3	4	19
RXFP1 agonist	-0.1%	4.5%	-1.4%	2.4%	-4.0%	0.1%	-5.1%	1.0%
D2 ag	-0.2	1.5	-0.3	.	-0.4	-0.4	0.5	0.8
D1 agonist	3	4	5	26	0	0	3	3
D2 potentiator	-10	-5	3	.	-12	-9	1	-17
D1 PAM	1	-1	-5	-3	-3	-3	.	5

# Reprinted at random: four compounds from above
8. Cc1ccccc1SCC(=O)NC1CCOC1=O (stereo not drawn)
3. O=C(COC(=O)CNS(=O)(=O)/C=C/c1ccccc1)Nc1cccc2ccccc12
4. Cn1c2cc(B(O)O)sc2c2cnn(Cc3ccccc3F)c(=O)c21
5. O=C(Nc1nc(=O)n(C(=O)c2cccc(C(F)(F)F)c2)s1)c1ccccc1

compound no.	8	3	4	5
TRHR enhancer	1	0	8	-3
RXFP1 antagonist	-11	-20	.	0
D2 antagonist	9	-8	.	2
D1 antagonist	19	-21	22	-4
RXFP1 agonist	1.0%	-1.4%	2.4%	-4.0%
D2 ag	0.8	-0.3	.	-0.4
D1 agonist	3	5	26	0
D2 potentiator	-17	3	.	-12
D1 PAM	5	-5	-3	-3

# Additional structures follow:
9. Cc1n[nH]c(=O)c2c(NC(=O)CSc3ncccn3)oc(C)c12
10. CC1(C#N)c2ccccc2C(Br)=CN1C(=O)c1ccccc1 (stereo not drawn)
11. O=C(CSc1nnc(Nc2ccccc2)s1)NN1C(=O)NC2(CCCCC2)C1=O
12. O=S(=O)(c1ccc2ccccc2c1)n1nc(-c2ccco2)nc1NCc1ccc(F)cc1
13. Cn1nnc(NC(=O)c2cccc(F)c2)n1
14. CCn1c(C)cc(/C=C2/NC(=O)N(Cc3ccccc3F)C2=O)c1C
15. C/C(=N/OC(=O)c1ccc(Br)cc1)c1ccc(C)cc1
16. COCCCNC(=S)N(CCCN(C)C)Cc1cc2cc3c(cc2[nH]c1=O)OCCO3

compound no.	9	10	11	12	13	14	15	16
TRHR enhancer	5	6	-1	5	-3	1	62*	3
RXFP1 antagonist	-1	.	-3	-11	-6	1	9	-2
D2 antagonist	3	-7	-6	.	6	-3	6	-10
D1 antagonist	-2	1	15	6	-11	-3	-20	40
RXFP1 agonist	8.3%	0.2%	-0.1%	-0.7%	3.0%	0.2%	2.2%	2.1%
D2 ag	-1.0	-0.5	0.4	-2.0	-0.4	0.2	0.1	0.6
D1 agonist	3	6	3	0	0	1	6	2
D2 potentiator	-4	10	-5	0	-4	18	0	16
D1 PAM	-1	-2	-3	1	-1	-2	-4	-2

17. CCOC(=O)CSc1nc2sc(C)c(C)c2c(=O)n1C
18. Cc1cc(C)nc(SCc2nnc(SCC(=O)O)n2-c2ccccc2)n1
19. O=C(Nc1ccc2nc(SCC(=O)N3CCCC3)sc2c1)c1cccc(F)c1
20. CCOC(=O)c1ccccc1NC(=O)CSc1ncc(CO)n1Cc1ccc(C)cc1
21. O=C(CN(C(=O)CNS(=O)(=O)c1ccccc1)c1ccc2c(c1)OCCO2)NC1CCCCC1
22. COc1cc(C(=O)N2CCNC(=O)C2CC(=O)Nc2ccc(C)c(C)c2)cc(OC)c1OC (stereo not drawn)
23. CC(NC(=O)c1ccnc(C(C)(C)C)c1)c1ccccc1 (stereo not drawn)
24. O=C(O)c1ccc(NS(=O)(=O)c2ccc(Cl)c(C(=O)Nc3ccccc3[N+](=O)[O-])c2)cc1

compound no.	17	18	19	20	21	22	23	24
TRHR enhancer	3	21	-6	-1	11	5	-2	4
RXFP1 antagonist	-5	-14	-101*	-16	2	.	20	-3
D2 antagonist	-12	4	.	.	10	.	1	.
D1 antagonist	1	-2	-11	-18	9	-7	-2	-18
RXFP1 agonist	1.0%	-0.6%	6.4%	0.1%	-1.5%	-0.4%	-0.6%	1.5%
D2 ag	0.0	1.3	-0.9	0.6	-1.0	-0.2	1.0	.
D1 agonist	2	2	1	14	1	-1	6	3
D2 potentiator	12	9	-6	-3	3	-7	-7	4
D1 PAM	-5	2	-1	0	-4	-4	-10	-5

# Full records, looked up by structure. Order of values: TRHR enhancer	RXFP1 antagonist	D2 antagonist	D1 antagonist	RXFP1 agonist	D2 ag	D1 agonist	D2 potentiator	D1 PAM
# Record of CCOC(=O)CSc1nc2sc(C)c(C)c2c(=O)n1C → 3	-5	-12	1	1.0%	0.0	2	12	-5
# Record of CCOC(=O)c1ccccc1NC(=O)CSc1ncc(CO)n1Cc1ccc(C)cc1 → -1	-16	.	-18	0.1%	0.6	14	-3	0

# Next compounds
25. O=C1C=C(c2cccc3c2Oc2ccccc2S3)C[C@@H](c2ccc(Cl)cc2)C1
26. N#CCSc1nnc(COc2cccc3ccccc23)n1-c1ccccc1
27. Cc1nn(-c2ccccc2)c(C)c1C(=O)NCc1cccs1
28. COc1cc(NC(=O)N2CCC(CN3CCCC3)CC2)cc(OC)c1OC
29. COc1ccc2[nH]c3c(c2c1)CCN(C(=O)c1cccc(Cl)c1)C3c1ccc(F)cc1 (stereo not drawn)
30. COc1cc(NC(=O)c2ccco2)c(C(=O)O)cc1OC
31. Cc1ccc(NC2=C/C(=N/S(=O)(=O)c3cccs3)c3ccccc3C2=O)cc1
32. O=C1NNC(=O)C2C3C=CC(C4CC34)C12 (stereo not drawn)

compound no.	25	26	27	28	29	30	31	32
TRHR enhancer	5	-10	-5	1	-15	6	1	-7
RXFP1 antagonist	.	-17	2	1	.	-19	-14	-8
D2 antagonist	-6	-19	-3	.	.	-3	-20	8
D1 antagonist	.	2	1	-10	0	25	4	10
RXFP1 agonist	1.2%	2.8%	-0.5%	0.2%	-0.6%	0.2%	-3.4%	3.1%
D2 ag	0.9	-0.1	0.0	0.2	0.3	0.0	0.3	0.3
D1 agonist	2	6	1	-1	3	5	-2	0
D2 potentiator	-6	3	-3	4	9	18	4	17
D1 PAM	-2	-3	6	5	-1	4	-2	-1

33. CN(Cc1ccccc1)C(=S)NC(=O)C1CCCCC1
34. Cc1ccc(NC(=S)c2ccc(N(C)C)cc2)cc1
35. O=C(CN(Cc1cccs1)S(=O)(=O)c1ccc(S(=O)(=O)NC2CCCCC2)cc1)Nc1ccccc1
36. CC1(c2ccc(OC(F)F)cc2)NC(=O)N(CC(=O)N2c3ccccc3NC(=O)C2(C)C)C1=O (stereo not drawn)
37. CCOc1ccc(NC(=O)CSc2nnc(-c3ccncc3)n2CC2CCCO2)cc1 (stereo not drawn)
38. CCOC(=O)c1cc(-c2ccc(OC)cc2)n(CCC(=O)NC2CCC(C)CC2)c1C (stereo not drawn)
39. CCOc1ccc(CC(=O)Nc2ccc(NC(=O)c3ccco3)cc2)cc1OCC
40. CC(C)OCCCn1c(SCc2cccc(Br)c2)nc2c(sc3ccccc32)c1=O

compound no.	33	34	35	36	37	38	39	40
TRHR enhancer	6	-2	-3	-1	7	5	17	11
RXFP1 antagonist	-7	-35	-4	0	-13	?	-12	-3
D2 antagonist	-8	9	-11	-29	11	.	16	.
D1 antagonist	-13	-6	11	6	1	-2	17	-14
RXFP1 agonist	-4.2%	-0.6%	0.4%	2.2%	-1.1%	-0.4%	-0.5%	-0.3%
D2 ag	0.0	0.0	1.4	1.2	0.9	0.4	-0.9	.
D1 agonist	0	1	4	10	-1	0	0	6
D2 potentiator	-11	-4	4	-10	10	-3	9	7
D1 PAM	1	2	3	-3	-2	-4	-4	-1

41. CCOC(=O)c1cc(C)sc1NC(=O)CN1CCN(C(=O)C2CCCO2)CC1 (stereo not drawn)
42. O=[N+]([O-])c1cc(-c2nnc(C34CC5CC(CC(C5)C3)C4)o2)cc([N+](=O)[O-])c1
43. COc1ccccc1CNC(=O)C(NS(=O)(=O)c1ccc2c(c1)CCN2C(C)=O)C(C)C (stereo not drawn)
44. COc1ccc(NC(=O)CCC(=O)N2CCOCC2)c([N+](=O)[O-])c1
45. CCCC(=O)N1c2ccccc2C(=C2SC(C(=O)OC)=C(C(=O)OC)S2)C(=S)C1(C)C
46. Cc1ccc(NS(=O)(=O)c2ccc3c(c2)[C@H]2C=CC[C@H]2[C@@H](c2ccc(F)cc2)N3)cc1C
47. CCN1CCN(C(c2ccc(C)cc2)c2c(O)cc(C)n(Cc3ccco3)c2=O)CC1 (stereo not drawn)
48. COc1ccc(OCC(=O)N2CCN(C(=O)c3cccc4ccccc34)CC2)cc1

compound no.	41	42	43	44	45	46	47	48
TRHR enhancer	-6	5	-4	-4	1	2	-1	-1
RXFP1 antagonist	-4	1	-12	3	3	-17	-15	4
D2 antagonist	-20	-6	.	-1	-1	.	.	9
D1 antagonist	3	19	-28	0	0	-15	-8	-27
RXFP1 agonist	0.2%	1.3%	0.7%	-1.2%	1.9%	-0.8%	7.6%	0.6%
D2 ag	0.7	-1.0	-1.2	0.7	0.4	-0.6	0.4	-0.4
D1 agonist	1	1	-1	1	0	5	4	4
D2 potentiator	-4	-1	1	10	-4	-1	7	-1
D1 PAM	0	3	1	9	-2	-1	-1	-7

# Filtered by structure, the entries above with a cyano group.
10. CC1(C#N)c2ccccc2C(Br)=CN1C(=O)c1ccccc1 (stereo not drawn)
26. N#CCSc1nnc(COc2cccc3ccccc23)n1-c1ccccc1

compound no.	10	26
TRHR enhancer	6	-10
RXFP1 antagonist	.	-17
D2 antagonist	-7	-19
D1 antagonist	1	2
RXFP1 agonist	0.2%	2.8%
D2 ag	-0.5	-0.1
D1 agonist	6	6
D2 potentiator	10	3
D1 PAM	-2	-3

# Remaining list, next part.
49. COC(=O)/C=C/S(=O)(=O)c1ccc(NC(C)=O)cc1
50. Nc1nc(CN2CCN(c3ccccc3)CC2)nc(Nc2ccc(Cl)cc2)n1
51. Cc1[nH]n(-c2ccccc2)c(=O)c1/C=N/O
52. CCOC(=O)c1sc(NC(=O)CSc2nnnn2-c2ccccc2)nc1C

compound no.	49	50	51	52
TRHR enhancer	33*	0	6	3
RXFP1 antagonist	-11	-24	-4	-17
D2 antagonist	11	77*	10	6
D1 antagonist	8	-40*	-4	15
RXFP1 agonist	0.5%	0.3%	-1.3%	0.2%
D2 ag	1.0	64*	0.0	-0.5
D1 agonist	2	1	2	1
D2 potentiator	-11	-24	19	-1
D1 PAM	-1	-6	-2	-2

# The list is partial; rates above refer to the full screens.
